Assay outcomes deposited in PubChem BioAssay by National Center for Advancing Translational Sciences (NCATS).
GAA glycogen mod = GAA glycogen-cleavage inhibition or activation | P10253 | recombinant GAA, glycogen substrate, Amplex Red glucose oxidase fluorescence | Potency, µM (top dose mostly 76.4 µM), inactives show at the top dose activity change, negative = inhibition, actives largely listed as inhibitors | 300,000 tested, 0.38% active | AID 2100;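 further: 0% = full enzyme reaction and -100% = no-enzyme basal signal; the screen sought inhibitors and activators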
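Natural-substrate format: glycogen cleavage by 4 nM human enzyme, glucose read by Amplex Red coupling (Ex 573, Em 610 nm). Normalized to enzyme and no-enzyme controls.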
HTT ATP protect = cytoprotection in Huntington HTT-Q103 PC12 cell model | PC12 HTT-Q103 induced, cytoprotection, ATP luminescence, 40 h | Potency, µM (doses to about 56.4 µM), without a hit: cytoprotection (ATP increase), hits mostly activators | 230,000 tested, 0.14% active;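 further: % of control where 0% means no effect; nearly all actives have a fitted effect of over 45% in size; toxic huntingtin expression switched on by the ecdysone agonist tebufenozide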
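Compounds were screened for protection of PC12 cells against cell death after tebufenozide induction (100 nM final) of mutant Huntingtin exon 1 (Q103) fused to GFP.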
RGS12 GoLoco inh = blocks human Gai1 binding to RGS12 GoLoco peptide, red readout; 230,000 tested, 0.44% active; Potency, µM (doses to about 61.6 µM), for the others: top-dose activity, negative = inhibition, actives largely listed as inhibitors; Gai1:RGS12 GoLoco peptide FP, rhodamine, 10 min; P63096; active means well fitted inhibition curve with a large enough effect, not every such curve was filed as active; inactive means no such curve, though single readings can be large or run the other way; further: on the % scale 0 is the no-effect control and ±100 the full control effect; nearly all actives have a fitted effect of over 30% in size; many of its hits are not listed in these tables
Target sequence (P63096 whole entry, looked up): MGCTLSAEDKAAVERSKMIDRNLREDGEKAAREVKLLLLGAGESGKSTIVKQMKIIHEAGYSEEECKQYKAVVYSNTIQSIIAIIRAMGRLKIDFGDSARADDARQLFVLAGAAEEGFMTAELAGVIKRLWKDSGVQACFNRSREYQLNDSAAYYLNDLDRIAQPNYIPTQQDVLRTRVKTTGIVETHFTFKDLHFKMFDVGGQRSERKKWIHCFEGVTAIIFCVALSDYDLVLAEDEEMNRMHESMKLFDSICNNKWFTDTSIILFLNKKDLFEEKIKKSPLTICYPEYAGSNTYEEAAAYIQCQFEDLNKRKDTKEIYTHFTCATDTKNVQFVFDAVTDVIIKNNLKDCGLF
HTT aggregate = mutant huntingtin aggregation inhibition; AID 1688; 220,000 tested, 1.1% active; PC12 HttQ103-GFP aggregates, Acumen cytometry, 40 h; Potency, µM (series often up to 46.1 µM), for the others: at the top dose activity change, negative = inhibition, usual class: inhibitors; further: on the % scale 0 is the no-effect control and ±100 the full control effect; nearly all actives have a fitted effect of over 60% in size
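PC12/HTTQ103-GFP, ecdysone-inducible; teb 100 nM; cpd qHTS titration; GFP aggregates read on laser cytometer, Ex 488/Em 500-530 nm.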
GAA spleen mod = lysosomal alpha-glucosidase (human) modulation; human spleen homogenate, 4-MU-alpha-glucoside fluorescence; Potency, µM (highest dose often 79.9 µM), inactives show top-dose activity change, negative = inhibition, most hits filed as inhibitors; AID 2112; 240,000 tested, 0.006% active; P10253;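 further: 0% = enzyme with vehicle and -100% = no enzyme basal signal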
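AC50 values come from Hill-equation fits of concentration-response data, normalized to no-enzyme and full-activity controls. Enzyme source: 1 ug human spleen homogenate; 1 mM fluorogenic 4-MU glucoside, pH 5.0 citrate buffer, 37 C, 40 min.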
GAA inhib = inhibitors of human lysosomal alpha-glucosidase | purified human GAA, 4-MU-alpha-glucoside fluorescence | 200,000 tested, 0.005% active | AID 1466 | Potency, µM (series often up to 76.9 µM), without a hit: top-dose activity change, negative = inhibition, most hits filed as inhibitors | P10253;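 further: plate controls were uninhibited enzyme wells for no effect and no-enzyme background for full effect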
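Compounds are titrated up to 77 uM against 4 nM human enzyme. Substrate 4-methylumbelliferyl-alpha-D-pyranoside (400 uM) reacts 20 min at room temperature in pH 5.0 buffer; liberated 4-methylumbelliferone is read at 440 nm.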
IMPase Li cell = cell-permeable IMPase inhibitors with lithium potentiation; CHO-M1 cells, IP1 TR-FRET (IP-One), carbachol + lithium; 210,000 tested, 0.35% active; AID 1457; Potency, µM (doses to about 59.4 µM), inactives show at the top dose activity, negative = IMPase inhibition, most hits filed as inhibitors;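 further: IP1 builds up when IMPase is blocked and the TR-FRET signal falls; plate controls were basal vehicle for no effect and high inhibitor control for full effect; nearly all actives have a fitted effect of over 50% in size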
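CHO cells stably expressing M1 receptor (2000/well) were cultured 16–30 h, then exposed to compounds with a small lithium addition for 30 min at 37C. IP1 was measured by TR-FRET competition; AC50 from Hill fits.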
Starred values were filed as active, the others as inactive; ? = inconclusive; . = not tested or not shown; [ ] = another dose, or the depositor's remark. Unless noted, the call rests on the fitted dose curve; in most records, active means well fitted curve in the direction sought with a large enough effect; inconclusive means small, poorly fitted or top-dose-only effect, or another doubt; inactive means no such curve, though single readings can be large; an effect the other way counts as inactive or inconclusive. Potency means the concentration at half of the fitted maximal effect. This is a subset; the hit share may differ from the screen's.

SMILES | GAA glycogen mod | HTT ATP protect | RGS12 GoLoco inh | HTT aggregate | GAA spleen mod | GAA inhib | IMPase Li cell
O=C1CCC/C(=N/NC(=O)C2CCN(S(=O)(=O)c3cccs3)CC2)C1 | -22.4% | 7.3%[10 µM] | 5.6% | 14.9% | 10.3% | -2.4% | -0.9%
Cc1ccc(OCCn2cnc(Cl)c2Cl)cc1 | 11.0% | . | 4.3% | . | -3.1% | 2.4% | 17.2%
CCN(CC(=O)Nc1ccc(N2CCOCC2)cc1)Cc1nc2ccccc2c(=O)[nH]1 | -1.3% | -29.4% | -9.1% | 15.0% | -12.6% | -5.1% | -5.3%[38.3 µM]
CC1Cc2cc(/C(O)=C3/C(=O)C(=O)N(CCN4CCOCC4)C3c3ccc(C(C)C)cc3)ccc2O1 (stereo not drawn) | -0.5% | 1.3%[10 µM] | -3.4% | -7.4%[9.22 µM] | 2.0% | . | .
O=C(CN1CCN(Cc2ccccc2Cl)C1=O)NCc1ccco1 | 5.3% | 6.0% | 3.6% | -9.5% | 2.8% | 3.6% | 0.8%[38.3 µM]
Cc1cc(Nc2ccccc2C(=O)O)n(-c2cccc(Cl)c2)n1 | -7.9% | 22.4%[10 µM] | 5.9% | 4.3%[9.22 µM] | -1.1% | . | .
CCCn1cc(SCC(N)=O)c2ccccc21 | -2.2% | -11.8% | 3.7% | -6.7%[9.22 µM] | -2.2% | . | .
CC(=O)Nc1nc2ccccc2n1Cc1ccccc1 | 2.2% | -37.5% | 3.8% | 9.6% | 2.3% | 4.2% | 3.0%[38.3 µM]
Cc1ccc(NC(=O)CN2CCC3(O)CCCCC3C2c2ccc3c(c2)OCO3)c(C)c1 (stereo not drawn) | 6.9% | -32.6% | -1.7% | 5.8% | -5.1% | -3.9% | 7.7%[38.3 µM]
CC(=O)OC1CC2C(C)(C)C(=O)C3OC3[C@]2(C)C2CC[C@@]3(C)C(c4ccoc4)OC(=O)C4OC43[C@]12C (stereo partly drawn) | . | 0.6% | 4.3% | . | -12.4% | . | 8.8%
Cc1ccc(S(=O)(=O)N(CC(O)CN(C)C)c2ccccc2)cc1 (stereo not drawn) | -3.4% | -6.0% | -0.4% | -6.4% | -3.1% | 0.1% | 17.0%[38.3 µM]
CCCC/C=C/C(NC(=O)c1ccc(C(=O)OC)cc1)c1ccccc1 (stereo not drawn) | . | -0.6% | 2.9% | . | -4.7% | . | 5.0%
COc1ccccc1N(Cc1cc(=O)[nH]c2ccccc12)C(=O)c1ccc([N+](=O)[O-])cc1 | -4.8% | 26.7%[10 µM] | -7.7% | 12.2%[9.22 µM] | -10.6% | -13.0% | .
O=C(N/N=C/C(Cl)=C/c1ccccc1)c1ccccn1 | -19.0% | . | 17.0% | . | 7.2% | -0.6% | 6.1%
O=C(CSc1ccsc1[N+](=O)[O-])N1CCN(c2ccccn2)CC1 | 2.0% | . | 7.2% | 24.5% | 8.7% | -3.4% | 9.6%
O=C(CSc1nnc(-c2ccncc2)n1C1CCCCC1)Nc1cccc(O)c1 | 3.1% | -17.0% | 4.2% | 11.5% | 2.8% | 0.7% | -7.4%[38.3 µM]
CCOC(=O)C1(CC2CC2)CCN(C(=O)c2cc(C3CC3)nc3ccccc23)CC1 | -1.7% | -0.2%[10 µM] | -7.9% | 0.6%[9.22 µM] | 0.5% | . | 7.2%
CCOC(=O)CSC1=C(C#N)C(c2ccco2)C(C(=O)Nc2cccc(C(F)(F)F)c2)=C(C)N1 (stereo not drawn) | -15.3% | -7.6% | 17.9% | -0.5% | -0.1% | -12.9% | 36.8%[activator][38.3 µM]
CCN1CCN(c2c(Cl)cccc2NC(=O)c2ccc(Br)o2)CC1 | 7.1% | 16.3% | 8.6% | 6.4% | 0.6% | -4.5% | 42.9%[activator][38.3 µM]
NC(=O)c1ccc(NC(=O)COC(=O)C2(c3ccccc3F)CCCC2)cc1 | -1.8% | 0.9%[10 µM] | 4.6% | 20.6% | 5.7% | -1.2% | 7.4%
CCOc1ccccc1/C=C(\C#N)C(N)=O | . | -33.4%[10 µM] | 6.2%[14.2 µM] | . | . | . | -2.5%
O=C(NCC1CCCO1)NC1CCCCC1 (stereo not drawn) | -1.6% | 6.0%[10 µM] | -10.0% | ? | -5.8% | -2.6% | 0.3%
CSc1nc(N2CCN(c3ccccc3Cl)CC2)c2ccccc2n1 | -12.6% | 10.4% | -6.5% | 16.4% | -3.7% | -7.8% | 14.1%
COc1cc(C(NC(C)=O)NC(C)=O)ccc1OCc1ccccc1 | 3.8% | 18.3%[10 µM] | 3.5% | -0.3% | -2.0% | 2.9% | 6.2%
CC(=S)c1c(C)cc2cc(C)ccn12 | -8.8% | . | -6.1% | -3.3% | -0.2% | 2.7% | -6.7%
O=C(O)/C=C/c1ccccc1 | . | -0.3% | -0.3% | 9.4% | . | . | .
Cc1cc(C[n+]2ncsc2N)c2ncccc2c1 | 1.0% | 25.0%[10 µM] | 2.9% | 34.1%[9.22 µM] | -5.4% | . | .
Cc1nn(C)c(C)c1/C=N/NC(=O)c1csc2ccccc12 | 3.6% | -15.5%[10 µM] | 5.0% | -6.6% | -0.8% | -0.3% | -3.5%
CCCn1c(SCC(=O)Nc2cccc(S(=O)(=O)NC3=NCCCCC3)c2)nc2ccccc2c1=O | -5.4% | -20.9% | 10.6% | 4.5% | . | 1.0% | 26.8%
O=C(NCCNc1nccc(C(F)(F)F)n1)c1cccc(C(F)(F)F)c1 | 1.5% | -1.8%[10 µM] | 3.5% | -8.4%[9.22 µM] | 3.9% | . | .
O=C(NNS(=O)(=O)c1ccc(C(F)(F)F)cc1)c1cnn(-c2ccccc2)c1C(F)(F)F | -12.0% | 0.5%[10 µM] | 6.5% | -9.0%[9.22 µM] | -3.3% | . | .
O=C(O)C1CCC(=O)N1C1CCCC1 (stereo not drawn) | -4.9% | 0.4%[10 µM] | -5.6% | -8.0% | 0.6% | -7.3% | 5.7%
O=C(COc1ccccc1)Nc1ccc(-c2nnc(-c3ccco3)o2)cc1 | 9.1% | -9.8% | 9.6% | 8.3% | 5.0% | -4.2% | 12.6µM*
CCN(CC)c1ccc(C(=O)O)cc1 | -1.3% | -6.0%[10 µM] | -8.4% | -9.3% | 0.3% | -0.4% | 4.1%
CC1(C)CC(=O)C=C(N=CC2=C(O)CC(C)(C)CC2=O)C1 | -1.8% | -10.9% | -8.9% | -27.5% | 1.8% | 7.3% | -9.0%[38.3 µM]
CCCCNC(=O)C1CCCN1C(=O)Nc1cccc(OC)c1 (stereo not drawn) | 15.7% | -16.6% | -4.0% | -0.9% | -1.3% | 8.0% | -2.6%[38.3 µM]
COc1ccc(Sc2cc(C(F)(F)F)nc(-c3ccccn3)n2)cc1 | 12.3% | -23.0% | -5.2% | -17.1% | -6.8% | -1.4% | 8.0%[38.3 µM]
COc1cc(C=O)ccc1OC(=O)c1ccc(C(C)C)cc1 | 0.4% | -23.5% | 3.3% | -3.8%[9.22 µM] | 4.3% | 5.7% | 13.9%
CSc1nc(C)cc(Nc2ccc(O)c(CN3CCOCC3)c2)n1 | . | -0.9%[10 µM] | -4.4%[14.2 µM] | . | . | . | 0.0%
Nc1ccc2c(c1)C(=O)N(CCCC(=O)O)C2=O | . | 4.2% | -1.5% | -15.0% | -5.9% | ? | 0.4%[38.3 µM]
COc1cc(C(=O)N2CCN(C(=O)COc3ccc4ccccc4c3)CC2)cc(OC)c1OC | 3.9% | -26.1% | -1.8% | 17.1% | 3.4% | 5.3% | -0.6%[38.3 µM]
Cc1ccc(/C=C/C(=O)OC(C)C(=O)Nc2ncc(Cl)cc2Cl)o1 (stereo not drawn) | -6.5% | . | -3.4% | 5.5% | 2.0% | 6.5% | 3.9%
CCC(C)(CC(=O)O)CC(=O)Nc1cc(C(F)(F)F)cc(C(F)(F)F)c1 (stereo not drawn) | 6.0% | 17.6%[10 µM] | 5.0% | -4.2%[9.22 µM] | 2.1% | -4.0% | .
CCOC(=O)N1CCN(C(=O)/C=C/c2cccc([N+](=O)[O-])c2)CC1 | -1.4% | . | 4.8% | 17.7% | 5.6% | 1.0% | 5.0%
Cc1ccc(/C=N/NC(=O)CSc2nnc(-c3ccc(Cl)cc3)n2-c2ccccc2)o1 | 11.2% | -11.7%[10 µM] | -2.7% | 4.6% | 0.8% | -2.7% | 14.8%
O=C1c2ccccc2NC(c2ccc(Cl)cc2Cl)N1O (stereo not drawn) | ? | 5.0% | 0.5% | ? | -3.0% | 0.5% | 3.2%[38.3 µM]
Cc1cc(C)c2c(n1)sc1c(=O)n(Cc3ccc(F)cc3)cnc12 | 2.5% | -15.0%[10 µM] | 4.9% | -7.8%[9.22 µM] | 0.5% | . | .
O=[N+]([O-])c1ccc2c(c1)nc1n2CCCCC1 | 4.6% | -14.4% | 3.4% | 1.2% | 4.9% | 8.2% | 1.8%
CC(C)(C)/C(O)=C/c1nc2cc(Cl)ccc2oc1=O | 3.16µM* | -2.9%[10 µM] | -2.8% | 2.2%[9.22 µM] | 3.2% | . | .
COCCn1c(CN(C)Cc2ccccc2)nc2c1c(=O)n(C)c(=O)n2C | -16.6% | -14.0% | 0.7% | -26.4% | -4.4% | -3.1% | 8.4%[38.3 µM]
COC(=O)C1=C(Nc2ccc(C)cc2)C=C(C)C(C(=O)OC)C1c1ccc(OC)cc1 (stereo not drawn) | -19.6% | 14.1%[1.9 µM] | 14.4% | -18.3% | 0.7% | 3.7% | 9.7%
CCOC(=O)c1c(C)[nH]c(C(=O)CSc2nnnn2-c2ccc(C)cc2)c1C | 2.2% | -0.5%[10 µM] | 15.5% | 6.3% | -0.5% | -3.4% | 1.4%

Retrieved by compound from above (5):
SMILES | GAA glycogen mod | HTT ATP protect | RGS12 GoLoco inh | HTT aggregate | GAA spleen mod | GAA inhib | IMPase Li cell
O=[N+]([O-])c1ccc2c(c1)nc1n2CCCCC1 | 4.6% | -14.4% | 3.4% | 1.2% | 4.9% | 8.2% | 1.8%
Cc1cc(C)c2c(n1)sc1c(=O)n(Cc3ccc(F)cc3)cnc12 | 2.5% | -15.0%[10 µM] | 4.9% | -7.8%[9.22 µM] | 0.5% | . | .
O=C1c2ccccc2NC(c2ccc(Cl)cc2Cl)N1O (stereo not drawn) | ? | 5.0% | 0.5% | ? | -3.0% | 0.5% | 3.2%[38.3 µM]
CC(C)(C)/C(O)=C/c1nc2cc(Cl)ccc2oc1=O | 3.16µM* | -2.9%[10 µM] | -2.8% | 2.2%[9.22 µM] | 3.2% | . | .
Cc1ccc(/C=N/NC(=O)CSc2nnc(-c3ccc(Cl)cc3)n2-c2ccccc2)o1 | 11.2% | -11.7%[10 µM] | -2.7% | 4.6% | 0.8% | -2.7% | 14.8%
